APJ ag: APJ receptor agonism; P35414; CHO-K1 APJ PathHunter beta-arrestin, luminescence; 0% DMSO wells, 100% apelin; activation, % at 20 µM; 0.11% of 330,000 active;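 active = activation more than six SD over the plate average, tested at 20 µM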;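 also: 0% = DMSO alone and 100% = apelin-13 at 10 nM; some results filed as inactive read as strong as hits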
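Incubation: overnight seeding, 90 min compound at 25 °C, 1 h detection; test system: PathHunter CHO-K1 APJ (AGTRL-1) beta-arrestin reporter cells; amount: 1000 cells/well; doses: one dose, 20 µM compound, 1% DMSO; measured by: beta-gal luminescence; measure: agonist-driven arrestin binding to APJ; benchmarks: negative DMSO alone, positive Apelin-13 at 10 nM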
UPR CHOP act: activators of apoptotic arm of unfolded protein response (CHOP); CHO-CHOP luciferase reporter, UPR activation, luminescence; percent of tunicamycin response over DMSO baseline; activation, % at 10 µM; 0.34% of 330,000 active; AID 449763;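 active = at 10 µM dose, activation of 40% or more, normalized to positive control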;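 also: 100% = tunicamycin at 10 µg/mL and 0% = DMSO alone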
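System: CHO-CHOP luciferase reporter cell line | Buffer or medium: F12 medium containing 10% fetal bovine serum | Doses: One dose, 10 µM in 0.5% DMSO | Times: 6 h compound exposure at 37 °C after overnight seeding | Signal: Luciferase luminescence | Read-out: % activation vs tunicamycin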
Mdm2-MdmX inh: inhibitors of human Mdm2/MdmX interaction | O15151+Q00987 | SaOS-2 split-luciferase Mdm2/MdmX complementation, luminescence | inhibition, % at 8 µM | 3% of 330,000 active | AID 485346;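 active = inhibition of at least 50% at 8 µM in the primary screen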
Target sequence (O15151 whole entry, looked up): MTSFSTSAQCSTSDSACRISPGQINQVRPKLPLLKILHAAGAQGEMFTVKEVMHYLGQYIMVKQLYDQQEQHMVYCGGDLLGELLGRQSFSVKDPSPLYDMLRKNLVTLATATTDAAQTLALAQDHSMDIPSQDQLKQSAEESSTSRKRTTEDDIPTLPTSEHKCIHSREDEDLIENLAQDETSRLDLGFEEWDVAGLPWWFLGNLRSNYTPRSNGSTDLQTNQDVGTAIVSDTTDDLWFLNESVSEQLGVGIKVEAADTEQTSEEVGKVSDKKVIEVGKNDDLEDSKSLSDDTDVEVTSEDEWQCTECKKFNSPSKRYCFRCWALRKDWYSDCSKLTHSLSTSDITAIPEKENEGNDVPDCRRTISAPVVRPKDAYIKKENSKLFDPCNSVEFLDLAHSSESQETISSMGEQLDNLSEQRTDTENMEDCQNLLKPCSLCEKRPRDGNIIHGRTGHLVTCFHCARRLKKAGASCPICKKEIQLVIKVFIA
Target sequence (Q00987 whole entry, looked up): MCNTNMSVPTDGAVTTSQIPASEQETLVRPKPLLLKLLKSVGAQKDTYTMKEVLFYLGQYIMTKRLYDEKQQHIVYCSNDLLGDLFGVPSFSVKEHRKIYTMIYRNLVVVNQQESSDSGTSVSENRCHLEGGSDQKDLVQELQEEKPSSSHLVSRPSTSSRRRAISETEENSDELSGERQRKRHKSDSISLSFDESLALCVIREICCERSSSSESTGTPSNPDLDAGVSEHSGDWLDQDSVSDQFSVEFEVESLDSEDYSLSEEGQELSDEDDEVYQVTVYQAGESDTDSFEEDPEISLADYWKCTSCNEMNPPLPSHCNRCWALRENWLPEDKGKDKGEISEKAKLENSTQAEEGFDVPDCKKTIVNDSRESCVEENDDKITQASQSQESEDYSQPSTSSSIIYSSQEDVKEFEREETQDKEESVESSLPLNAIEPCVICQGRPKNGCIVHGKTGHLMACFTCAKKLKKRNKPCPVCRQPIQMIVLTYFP
Jurkat NFkB inh: inhibitors of the PMA/ionomycin-induced NF-kB reporter in Jurkat cells | PMA/ionomycin-induced NF-kB luciferase reporter, luminescence | inhibition, % at 4 µM | 0.53% of 330,000 active; in the data active = inhibition above about 50%
697 NFkB inh: lowers PMA/ionomycin-induced NF-kB signal in 697 B cells | 0.33% of 330,000 active | 697 B-cell NF-kB luciferase reporter, 16 h | inhibition, % at 4 µM | AID 435022; in the data active = inhibition above about 35%
APJ antag: antagonists of human APJ apelin receptor; P35414; CHO-K1 APJ beta-arrestin complementation, luminescence; inhibition, % at 20 µM; 0.32% of 330,000 active; AID 2521;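 active = inhibition above about 40% at 20 µM, limit read from the data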;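 also: cells challenged with 10 nM apelin-13 agonist together with compound; plate controls were apelin-13 plus DMSO wells for no effect and DMSO wells lacking apelin-13 for full effect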
XBP1 UPR activ: adaptive UPR (XBP1) activation; CHO-XBP1 luciferase reporter, IRE1-XBP1 UPR activation, luminescence; percent of tunicamycin response, DMSO as zero; 0.33% of 330,000 active; activation, % at 20 µM;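 active = versus positive control, 20 µM dose yields 30% or more activation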;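 also: 100% = tunicamycin at 10 µg/mL and 0% = DMSO only wells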
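incubation = overnight seeding at 37 °C, 6 h compound treatment at 37 °C | assay system = CHO-XBP1 cells stably carrying IRE1-XBP1-driven luciferase reporter | input = 1000 cells per well | detection = luciferase luminescence | dosing = single point, 20 µM final compound, 1% DMSO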
tim23-1 inh: inhibits growth of tim23-1 mutant yeast; S. cerevisiae tim23-1 growth, BacTiter-Glo luminescence, 24 h; inhibition, % at 20 µM; 1.3% of 330,000 active; AID 463212;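 active = growth inhibition of the mutant yeast at or above 50%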;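 also: temperature-sensitive mutant grown at 25 °C; plate controls were DMSO-treated mutant yeast for no effect and medium wells lacking yeast for full effect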
* marks the source's active call; other numbers are inactive results; . = no result given.

Preview, 3 compounds:
SMILES | APJ ag | UPR CHOP act | Mdm2-MdmX inh | Jurkat NFkB inh | 697 NFkB inh | APJ antag | XBP1 UPR activ | tim23-1 inh
Cc1ccc(NC(=O)c2cnn(-c3ccccc3)c2NC(=O)c2ccco2)cc1C | -2 | -2.4 | -16 | -17 | -59 | 4 | -2 | 14
CCN(C(N)=S)c1ccccc1 | 1 | -3.4 | 12 | 6 | 18 | -1 | 2 | -3
CN(c1cccc(NC(=O)Cc2ccccc2)c1)S(C)(=O)=O | 2 | 1.1 | 13 | -3 | 9 | 12 | 3 | 6

The list itself, repeating the preview:
SMILES | APJ ag | UPR CHOP act | Mdm2-MdmX inh | Jurkat NFkB inh | 697 NFkB inh | APJ antag | XBP1 UPR activ | tim23-1 inh
Cc1ccc(NC(=O)c2cnn(-c3ccccc3)c2NC(=O)c2ccco2)cc1C | -2 | -2.4 | -16 | -17 | -59 | 4 | -2 | 14
CCN(C(N)=S)c1ccccc1 | 1 | -3.4 | 12 | 6 | 18 | -1 | 2 | -3
CN(c1cccc(NC(=O)Cc2ccccc2)c1)S(C)(=O)=O | 2 | 1.1 | 13 | -3 | 9 | 12 | 3 | 6
COc1ccc(N2CCN(C3CCCN(C(=O)CCN4CCCCO4)C3)CC2)cc1 (configuration not stated) | -1 | -0.5 | 8 | 6 | 13 | 17 | -5 | 1
COCc1cc(=O)[nH]c(N2CCN(C(=O)c3ccco3)CC2)n1 | -3 | 0.3 | 1 | 1 | -2 | 16 | 6 | 1
Cc1nccn1CCCNC(=O)CC1C(=O)NCCN1Cc1ccccc1C(F)(F)F (configuration not stated) | -6 | 1.3 | -11 | 2 | 4 | 7 | 0 | -1
CC(C(=O)Nc1ccccc1C#N)N1C(=O)NC2(CCCCCC2)C1=O (configuration not stated) | 4 | 0.7 | 4 | -3 | 5 | -48 | 1 | 9
Cc1cc(SCC(=O)NC2CCCC2)nc2ccccc12 | -3 | -1.6 | 30 | 6 | 13 | 19 | -5 | 20
O=c1c2c(-c3ccc(Cl)cc3)csc2ncn1/N=C/c1cccc([N+](=O)[O-])c1O | -5 | 2.0 | 22 | -4 | 3 | 20 | 1 | 32
CCS(=O)(=O)N1Cc2ccccc2CC1C(=O)Nc1ccc(F)c(F)c1 (configuration not stated) | -1 | 1.6 | 17 | -34 | -23 | 0 | -2 | 19
Cc1cc(N2CCOCC2)nc(SCc2c(Cl)cccc2Cl)n1 | -2 | -1.5 | -1 | -7 | 3 | 3 | -3 | 37
Cc1ccccc1NC(=S)Nn1cnnc1 | -6 | 2.4 | 21 | -7 | 11 | 33 | 0 | -6
CCOc1cc(NC(=O)c2ccccn2)c(OCC)cc1NC(=O)c1ccccc1 | -3 | -0.5 | 25 | 17 | -11 | 22 | 10 | -16
COc1ccc2c(c1)O[C@@H](c1cccc(C(F)(F)F)c1)[C@H](OC(=O)NCCc1ccc(OC)c(OC)c1)C2=O | 0 | 0.5 | 24 | 6 | 5 | -3 | -4 | 25
CCCS(=O)(=O)N1CCCC(C(=O)NCc2ccc3c(c2)OCO3)C1 (configuration not stated) | 2 | -4.3 | 10 | -4 | 2 | 1 | 0 | 26
O=C(COc1ccc2c(c1)OCO2)Nc1nnc(Cc2ccccc2)s1 | -1 | 1.5 | 32 | 16 | 7 | 10 | -8 | -15
O=C(CSC1=NC(=O)C(c2ccccc2)C(=O)N1)Nc1cccc(Cl)c1 (configuration not stated) | -1 | 2.6 | -23 | 9 | 1 | 6 | 0 | 1
O=c1ccc(-c2ccc(S(=O)(=O)Nc3cccc(Br)c3)o2)n[nH]1 | 6 | 0.2 | 9 | 2 | -1 | 5 | -4 | -4
Cc1nnc(SCc2ccc([N+](=O)[O-])cc2)[nH]c1=O | -3 | -0.7 | -17 | -1 | 7 | -4 | -2 | 11
CCCC(=O)C1=C(O)C(C(=O)OC)C(C)(C)CC1=Nc1ccc(Br)cc1 (configuration not stated) | -1 | -0.2 | 23 | 15 | 11 | 19 | -5 | 29
CCOc1ccc(S(=O)(=O)N2CCCC(C(=O)N3CCC(C(N)=O)CC3)C2)cc1Cl (configuration not stated) | 0 | -0.2 | 9 | 1 | -7 | 5 | 0 | 0
Cc1ccccc1N(CC(=O)NC1CCCC1)C(=O)C1(C)CC(=O)N=C2C=CC=CN21 (configuration not stated) | -4 | 0.8 | 1 | 2 | 12 | 18 | 4 | -2
CCCCn1c(SCC(=O)N2CCC(C(=O)OCC)CC2)nc2cc(S(N)(=O)=O)ccc21 | -3 | -2.6 | 17 | 2 | 20 | -1 | -1 | 4
Cc1cc(SCC#N)nc2ccccc12 | 0 | 0.2 | 11 | 3 | 8 | -8 | -1 | -6
COC(=O)[C@@]1(Cc2ccccc2)[C@H]2C(=O)N(Cc3ccccc3)C(=O)[C@H]2[C@H]2CN=C(SCC(=O)c3ccccc3)N21 | . | 4.3 | 54* | . | -1 | . | 3 | 42
Cc1cc(C)c2ccc3c(C)c(C)nc3c2[nH]1 | -1 | 1.8 | 70* | 27 | -20 | 2 | -3 | 19
CC(NC(=O)COC(=O)c1nc(Cl)ccc1Cl)c1ccccc1 (configuration not stated) | -4 | 0.4 | 8 | 3 | 4 | -3 | -1 | 16
O=C(NCC(=O)N(Cc1cccs1)C(C(=O)NC1CCCCC1)c1ccco1)c1cccs1 (configuration not stated) | -5 | -2.2 | 6 | -8 | -18 | -4 | 0 | 12
COC(=O)CN1C(=O)[C@H]2[C@@H](c3ccc(C)o3)N3C(=O)CN(Cc4ccccc4)C(=O)[C@@]3(Cc3ccccc3)[C@H]2C1=O | 4 | 1.4 | 1 | 4 | -1 | -21 | 0 | -1
COc1cc(/C=C2\SC(=S)N(CC(=O)Nc3cccnc3)C2=O)cc(OC)c1OC | -1 | -3.9 | -36 | 2 | -3 | -13 | -1 | 0
CCOC(=O)c1c(NC(=O)CC2SC(N)=NC2=O)sc(C)c1C (configuration not stated) | -1 | -2.4 | 2 | 12 | 10 | 13 | 0 | 3
CC(NS(=O)(=O)c1ccc(Br)cc1)c1ccccc1 (configuration not stated) | 1 | -0.1 | 20 | -2 | 12 | 6 | -1 | 20
Nn1cnnc1N/N=C/c1cc(Br)cc(Br)c1O | -4 | -5.1 | 34 | 11 | 22 | 3 | 1 | 57*
O=S(=O)([N-]c1nc2ccccc2nc1-[n+]1ccc(Cc2ccccc2)cc1)c1ccc(Br)s1 | 3 | 1.9 | 72* | 0 | -1 | -50 | 0 | 15
Fc1cccc(NC(=S)Nc2cccc3ccccc23)c1 | 15 | 0.2 | 22 | 15 | 16 | -117 | 1 | 21
O=C1c2ccccc2-c2c1cccc2C(=O)N1CCCCCC1 | -1 | 1.4 | 6 | 12 | 20 | -1 | -2 | 38
N#C/C(=C\c1coc2ccccc2c1=O)C(N)=S | -3 | -0.7 | 15 | -4 | 13 | -3 | -1 | 20
CCOC(=O)c1sc(NC(=O)c2cccnc2)c(C#N)c1C | -4 | 2.9 | 12 | 12 | -16 | 18 | 2 | 16
Cc1ccc(Cl)cc1NC(=O)c1ccc(NC(=O)CCC(=O)O)cc1 | -2 | -1.5 | 23 | -9 | 12 | 3 | -1 | 9
CCC1CCCCN1C(=O)c1cc(COc2ccc3ncccc3c2)on1 (configuration not stated) | 0 | 4.3 | -24 | 58* | -31 | 4 | -1 | 3

As a short view, some entries already given.
SMILES | APJ ag | UPR CHOP act | Mdm2-MdmX inh | Jurkat NFkB inh | 697 NFkB inh | APJ antag | XBP1 UPR activ | tim23-1 inh
Cc1ccc(NC(=O)c2cnn(-c3ccccc3)c2NC(=O)c2ccco2)cc1C | -2 | -2.4 | -16 | -17 | -59 | 4 | -2 | 14
CCN(C(N)=S)c1ccccc1 | 1 | -3.4 | 12 | 6 | 18 | -1 | 2 | -3
CN(c1cccc(NC(=O)Cc2ccccc2)c1)S(C)(=O)=O | 2 | 1.1 | 13 | -3 | 9 | 12 | 3 | 6

(cont.)
SMILES | APJ ag | UPR CHOP act | Mdm2-MdmX inh | Jurkat NFkB inh | 697 NFkB inh | APJ antag | XBP1 UPR activ | tim23-1 inh
CCOC(=O)c1sc2nc3c(cc2c1N)COC(C(C)C)C3 (configuration not stated) | -3 | -1.4 | 41 | -254 | -431 | 12 | -5 | 10
Cc1ccc(N(CC(=O)NC(C)(C)C)C(=O)CNC(=O)c2cccs2)c(C)c1 | 1 | -1.2 | 2 | -4 | -8 | 3 | -3 | 7
CCc1noc(C)c1C(=O)NNC(=O)COc1cc(C)ccc1C | -2 | -1.8 | -49 | -9 | 8 | 7 | -1 | 15
Cc1cccc(NC(=O)c2cc(-c3cc(C)c(C)cc3O)n[nH]2)c1 | -4 | 8.7 | -85 | -124 | -84 | 4 | 4 | 8
CC1Cc2nc(SCC(N)=O)n(Cc3ccccc3)c(=O)c2S1 (configuration not stated) | -3 | -1.4 | -7 | -6 | 2 | -53 | -1 | -8
O=C(NCCCn1ccnc1)c1ccc(S(=O)(=O)Nc2ccccc2)cc1 | -5 | -0.3 | -18 | -1 | -4 | 3 | -2 | 11
CC1CCCCC1NC(=O)Cn1nnc(-c2ccc(Cl)cc2)n1 (configuration not stated) | 1 | 0.7 | -1 | 17 | -23 | -13 | -3 | 22
CCOc1ccc(C(CC(=O)O)NC(=O)COc2ccc3ccccc3c2)cc1OC (configuration not stated) | 0 | 0.8 | -32 | -4 | 0 | 3 | -1 | 5
C/C(CC(=O)NCc1ccco1)=N\NC(=O)Cc1cccc2ccccc12 | -2 | -1.5 | -26 | -7 | 0 | 23 | 1 | 14
O=c1cc(CN2CCCc3ccccc32)nc2sccn12 | -1 | -1.4 | 12 | -21 | -3 | -25 | 1 | 8
Cc1cc(Nc2ccc(C(C)C)cc2)n2ncnc2n1 | -1 | 1.5 | 31 | 8 | 0 | 13 | 4 | 49
CCOC(=O)Cc1csc(NC(=O)c2ccc(NC(C)=O)cc2)n1 | -4 | -2.3 | 7 | -4 | 17 | 9 | 0 | -13
Cc1cc(Br)c(OCc2ccc(C(=O)N/N=C3\CC(=O)CC(C)(C)C3)cc2)c(Br)c1 | -1 | 1.9 | 3 | 6 | 4 | 12 | -2 | -2
O/N=C1/CCCCc2sccc21 | -2 | -2.0 | 0 | -1 | -4 | -23 | -4 | 8
O=C(C1CCCN1S(=O)(=O)c1cccc2nsnc12)N1CCCCCC1 (configuration not stated) | -2 | -0.2 | -10 | -3 | -6 | -19 | -3 | 1
C/C(=N/NC(=O)CC1N=C(Cc2ccccc2)NNC1=O)c1cccnc1 (configuration not stated) | -1 | -1.1 | 13 | 2 | 11 | -7 | -3 | 2
COc1ccc(C2=NOC3(CC(=O)N(c4ccc(F)cc4)C3=O)C2)cc1 (configuration not stated) | -2 | -1.2 | 23 | 5 | -15 | 12 | 2 | 20
CCOc1ccc2oc(C(=O)NC3CC(C)(C)NC(C)(C)C3)c(C)c2c1 | -3 | -1.9 | 34 | -3 | -10 | 1 | -1 | 7
COC(=O)c1ccc(C(=O)Nc2ccc(C(C)C)cc2N)cc1 | -3 | 2.0 | -18 | -12 | -19 | -2 | 0 | -8
O=C1CC(=O)NC(SCC(=O)Nc2ccccc2[N+](=O)[O-])=N1 | 3 | -0.3 | 5 | 2 | 12 | 11 | -7 | 1

Bioassay records (PubChem BioAssay)

An unsorted share of the library. About 5% of those tested had a hit in this group.
